Screening data as filed in PubChem.
SR-BI HDL uptake: inhibitors of mouse SR-BI mediated HDL lipid uptake; ldlA[mSR-BI] CHO cells, DiI-HDL uptake fluorescence, 3 h; inhibition, % at 12.5 µM; actives 0.96% (n = 320,000); AID 488896;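 active = mean replicate inhibition of at least 70% and a set share of replicates each scoring 70 or more; inconclusive = meets just one of the two criteria; inactive = fails both criteria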;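 note: 0% = median of neutral control wells and 100% = median of positive control wells; values of inactives mirror those of a sister screen read the other way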
SR-BI DiI-HDL act: enhances SR-BI lipid uptake from DiI-HDL; AID 504775; activation, % at 12.5 µM; CHO ldlA[mSR-BI] cells, DiI-HDL uptake fluorescence, 3 h; 100 = double the neutral-control signal; actives 0.096% (n = 320,000);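 active = mean replicate activation of at least 60% and every replicate at or above 60%; inconclusive = mean or all-replicate condition met, but not both; inactive = mean below 60% and not all replicates reaching 60%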;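 note: 0% = median plate neutral-control signal and 100% = twice that signal; values of inactives mirror those of a sister screen read the other way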
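Test system: SR-BI-overexpressing, LDLR-lacking CHO cells. Measured by: DiI fluorescence, bottom read. Medium: Ham's F12 with 0.5% BSA, HEPES 25 mM, pH 7.4. Timing: 3 h uptake period with compound, 37 °C.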
PvdQ inh: blocks Pseudomonas aeruginosa PvdQ acylase activity; purified PvdQ acylase, fluorescence plate reader; inhibition, % at 10 µM; actives 0.063% (n = 340,000); AID 488965; in the data active = inhibition above about 30%, passing the limit was not always enough; inconclusive = no clear call, values can overlap the other calls;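 note: 0% = vehicle neutral wells and 100% = reference inhibitor wells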
Rtt109 Vps75: inhibitors of Candida albicans Rtt109/Vps75 histone acetyltransferase; AID 540336; purified Rtt109/Vps75, ThioGlo CoA-SH fluorescence, 4 h; actives 0.16% (n = 330,000); inhibition, % at 34.9 µM;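 active = inhibition of at least 50% in every replicate; inconclusive = best replicate reaches 50% inhibition but some replicates fall short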
Target sequence (Q5AAJ8 whole entry, looked up): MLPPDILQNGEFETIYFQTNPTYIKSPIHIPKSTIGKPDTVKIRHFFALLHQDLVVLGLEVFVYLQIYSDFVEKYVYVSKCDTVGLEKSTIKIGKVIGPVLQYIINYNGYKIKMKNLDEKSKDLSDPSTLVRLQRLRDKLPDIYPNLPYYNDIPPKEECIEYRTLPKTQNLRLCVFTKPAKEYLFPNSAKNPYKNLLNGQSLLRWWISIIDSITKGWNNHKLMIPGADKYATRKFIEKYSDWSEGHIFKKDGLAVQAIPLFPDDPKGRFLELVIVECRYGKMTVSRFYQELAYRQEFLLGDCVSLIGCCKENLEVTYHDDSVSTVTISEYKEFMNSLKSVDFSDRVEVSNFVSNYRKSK
Wnt bcat act: activates Wnt/beta-catenin signaling in a reporter cell assay. activation, % at 9.35 µM. actives 1.2% (n = 300,000). activator, plate reader; in the data active = activation above about 30%, passing the limit was not always enough; inconclusive = no clear call, values can overlap the other calls;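 note: 0% = neutral control wells and 100% = positive control wells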
RTF Ca sens act: increases calcium sensitivity of human cardiac regulated thin filaments. IANBD-labeled TnC RTF fluorescence at EC20 calcium; 0% EC20 calcium, 100% full calcium. P19429+P45379. activation, % at 7.2 µM. actives 0.24% (n = 340,000);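 active = activation above the mean over all tested compounds plus 3 SD, cut at about 30% in these data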;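 note: rise in fluorescence read as greater calcium sensitivity of cardiac thin filaments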
dFosB act: mouse delta FosB homodimer activation. P13346. purified delta FosB, TAMRA-CDK5 oligo fluorescence polarization; percent of positive-control signal above neutral wells. activation, % at 25 µM. actives 0.99% (n = 340,000). AID 493131;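 active = mean activation above about 17%, with every replicate also reaching it, limit read from the data, passing the limit was not always enough; inconclusive = only one of the two conditions met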;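 note: fluorescence polarization rise as delta FosB binds a TAMRA Cdk5 AP-1 oligo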
CDK5 inh: inhibitors of human CDK5/p35 kinase | Q00535+Q15078 | Recombinant CDK5/p35, ADP-Glo luminescence, 60 min | inhibition, % at 10 µM | actives 0.01% (n = 330,000) | AID 488839;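 active = highest replicate inhibition of at least 50% and at least 75% of replicates reaching 50%; inconclusive = only one of the two criteria met; inactive = both criteria failed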;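 note: plate controls were DMSO neutral control for no effect and GW8510 at 10 µM for full effect; many of its hits are not listed in these tables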
Target sequence (Q00535 whole entry, looked up): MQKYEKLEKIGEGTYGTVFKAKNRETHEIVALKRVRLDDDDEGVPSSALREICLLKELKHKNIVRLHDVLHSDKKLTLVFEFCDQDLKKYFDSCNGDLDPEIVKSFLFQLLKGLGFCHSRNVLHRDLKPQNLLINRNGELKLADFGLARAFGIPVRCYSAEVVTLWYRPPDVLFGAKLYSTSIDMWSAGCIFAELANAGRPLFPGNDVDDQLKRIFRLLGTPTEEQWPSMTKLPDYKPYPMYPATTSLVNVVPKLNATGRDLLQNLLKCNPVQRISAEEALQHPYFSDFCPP
Target sequence (Q15078 whole entry, looked up): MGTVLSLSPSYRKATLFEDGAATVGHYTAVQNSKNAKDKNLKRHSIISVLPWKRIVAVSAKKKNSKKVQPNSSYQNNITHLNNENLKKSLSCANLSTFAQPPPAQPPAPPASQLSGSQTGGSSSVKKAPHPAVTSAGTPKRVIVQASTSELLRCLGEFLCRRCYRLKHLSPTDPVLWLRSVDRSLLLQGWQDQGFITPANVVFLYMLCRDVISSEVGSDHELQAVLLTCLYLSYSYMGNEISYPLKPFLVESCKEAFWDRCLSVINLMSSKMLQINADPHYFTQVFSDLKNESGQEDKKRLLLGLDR
HTR5A ag ctr: activates human HTR5A in OPRM1-OPRD1 agonist counter-screen; HTR5A agonist assay, luminescence, cell-based; activation, % at 9.3 µM; actives 0.61% (n = 340,000); AID 504692; in the data active = activation mostly above about 9.5%, no sharp cut-off; inactive = mostly below about 7.6%;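 note: 0% = cells with vehicle only and 100% = reference agonist; strong numbers were not always called active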
MITF TRPM1 HTS: MITF TRPM1 promoter activation in melanoma cells | SK-MEL-5 TRPM1-promoter luciferase, 24 h; % of positive control, neutral wells = 0 | activation, % at 12.5 µM | actives 0.75% (n = 300,000) | AID 588334;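 active = mean activation of at least 80% with every replicate also reaching 80%; inconclusive = mean reaches 80% but some replicate falls short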;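 note: 0% = neutral control wells and 100% = parthenolide positive control wells; values of inactives mirror those of a sister screen read the other way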
The depositor's hits bear a star; ? = inconclusive; . = no result given; & = joins results of further samples.

No.	structure	SR-BI HDL uptake	SR-BI DiI-HDL act	PvdQ inh	Rtt109 Vps75	Wnt bcat act	RTF Ca sens act	dFosB act	CDK5 inh	HTR5A ag ctr	MITF TRPM1 HTS
1	C[n+]1c(-c2ccccc2)cc2c(=Cc3ccc([N+](=O)[O-])cc3)c3ccccc3n21	?	-74	-16	-1	-4	-4	-8	2.1	1	-46
2	CCN(CC(=O)Nc1ccc2c(c1)OCCO2)C(=O)/C=C/c1ccc(F)cc1	-2	2	-3	-8	2	1	-10	-1.3	0	27
3	CCCCCCCNC1=CC(=O)CC(c2ccccc2)C1 (stereo not drawn)	5	-5	-4	4	0	5	-20	-0.2	4	4
4	COCCN(CCOC)C(=O)Nc1ccc(Cl)cc1	15	-15	-4	7	6	9	-7	-1.4	-3	1
5	O=C1c2ccccc2CN1C(CO)Cc1ccccc1 (stereo not drawn)	-5	5	17	6	-2	1	6	-0.9	3	0
6	O=C(c1ccc(Br)o1)N1CCN(Cc2ccccc2Cl)CC1	1	-1	-12	0	0	1	3	2.6	2	-2
7	CCOc1ccc(NC(=S)Nc2ccc(C)c([N+](=O)[O-])c2)cc1	9	-9	-2	1	-2	1	-6	-1.1	-1	.
8	O=C(O)c1cccc(N2C(=O)c3cc([N+](=O)[O-])cc4cc([N+](=O)[O-])cc(c34)C2=O)c1	-9	9	-10	3	-1	-6	-7	3.9	-4	-36
9	C#C[C@]1(O)CC[C@H]2[C@@H]3CCc4cc(OC)ccc4[C@H]3CC[C@@]21C	13	-13	-7	3	6&7	-1	0	0.3	8	16
10	O=C(COC(=O)c1cc(S(=O)(=O)N2CCCCC2)ccc1N1CCOCC1)c1ccc(Cl)cc1	-12	12	-12	4	-3	-5	-5	0.2	8	2
11	COc1ccccc1N(C)S(=O)(=O)c1ccc(C(=O)Nc2ccncc2)cc1	14	-14	-17	1	-7	3	-3	2.6	-5	-8
12	CCc1ccc(OCC(O)CN2CCN(CCO)CC2)cc1 (stereo not drawn)	4	-4	-3	16	3	-3	4	-0.5	2	-9
13	O=c1[nH]c2ccc(Cl)cc2c(=O)n1Cc1ccco1	-25	25	-13	0	.	-5	3	1.4	6	7
14	O=C(O)c1ccc(CNC(=O)c2ccc(Br)o2)cc1	-7	7	-8	1	0	-1	3	-1.9	4	-9
15	Cc1ccc(NC(=O)C2C3/C=C\CCCCC32)cc1 (stereo not drawn)	11	-11	-11	0	16	9	-6	1.5	1	94*
16	Cc1nc(N2CCCC2)c2nnn(Cc3ccccc3Cl)c2n1	18	-18	-13	-6	.	7	-13	1.6	5	-18
17	CC(=O)N(c1cccc(C)c1)S(=O)(=O)c1ccc(Cl)cc1	-10	10	-10	-8	-1	4	-5	-0.4	-1	2
18	O=C(CCCc1ccccc1)NCc1cccnc1	3	-3	1	-2	-1	-3	2	-0.4	6	3
19	COc1ccc(Cl)cc1-c1nc(-c2ccc(Br)o2)no1	2	-2	-16	4	6	3	-3	-5.2	3	.
20	CCOc1ccc(-c2c(C(=O)N/N=C(\C)c3ccccc3OC)nnn2-c2nonc2N)cc1	57	-57	5	3	-1	-1	0	-0.9	1	9
21	O=C(c1cccs1)N1CCN=C1SCc1ccccc1	-3	3	1	-5	2	-4	-7	-0.8	-2	13
22	CN1CCc2ccccc2Cc2[nH]c3ccccc3c2CC1	-5	5	-11	8	-2	4	2	0.5	-1	-5
23	COc1cc(C2C(C(=O)c3cccs3)=C(O)C(=O)N2CCN2CCOCC2)cc(OC)c1OC (stereo not drawn)	-6	6	-6	-4	0	7	-4	-1.1	4	-4
24	CC(C)OCCCNC(=O)c1ccncc1	5	-5	-9	-3	.	-2	-2	0.5	3	3
25	O=C(CN1C(=O)CCSc2ccc(S(=O)(=O)N3CCCC3)cc21)Nc1ccccc1	-5	5	-12	1	2	-2	2	-1.9	-1	-2
26	CCOc1ccc(S(=O)(=O)Nc2cccc(C(=O)NCCCN3CCOCC3)c2)cc1	-16	16	5	6	-3	-4	-5	0.2	-1	1
27	Cc1cccc(-c2nc(CS(=O)CC(=O)NC3CCCC(C)C3C)c(C)o2)c1 (stereo not drawn)	-9	9	-5	6	-4	3	-9	-0.5	2	.
28	COC(=O)[C@H]1[C@@H](C)N(Cc2ccccc2)C(=O)N[C@H]1c1cccc(C(F)(F)F)c1	-23	23	-11	-3	-2	0	-7	-0.9	9	1
29	Cc1cc(C(=O)NC(C)C)on1	11	-11	-4	1	.	0	1	0.4	-2	7
30	COc1ccccc1Nc1nc(N)nc(CN2CC(C)CC(C)C2)n1 (stereo not drawn)	-9	9	-14	4	-2	-2	-4	-5.8	0	5
31	CCOc1ccc(N(Cc2ccc(OC)cc2)C(=O)c2ccco2)cc1	18	-18	-4	6	.	-7	-2	-0.2	0	-10
32	CS(=O)(=O)N(CC(=O)Nc1ccccc1Sc1ccccc1)C1CCCCC1	-6	6	-12	1	-8	-2	-13	-0.3	0	7
33	CCOC(=O)COc1cccc2c(=O)n(CC(=O)N3CCc4ccccc43)ccc12	15	-15	1	-4	-1	3	2	0.5	2	3
34	O=C(COC(=O)CCc1ccc(S(=O)(=O)N2CCCCC2)cc1)Nc1ccc2c(c1)OCO2	3	-3	-15	-4	.	-3	-16	-1.2	-8	1
35	O=C(c1cccc(OC2CCN(Cc3ccc(F)cc3)CC2)c1)N1CCCC1	-20	20	-13	5	-3	1	-6	.	2	0
36	O=C(NCC1CCCO1)/C(=C\c1ccccc1)NC(=O)c1ccccc1 (stereo not drawn)	-2	2	-6	2	0	-5	-1	0.8	0	-11
37	CC(=O)N1c2ccccc2S(=O)(=O)c2c1ccc1ccccc21	20	-20	-8	0	12	3	-2	-2.8	-4	14
38	O=S(=O)(NCc1ccccn1)c1ccc(Br)s1	-2	2	-15	-6	-7	-1	-1	-2.1	-5	1
39	CN(C)/C=N/c1nc2nccc(-c3cccnc3)n2n1	7	-7	-1	-12	-1	-3	-9	2.2	-3	-12
40	COc1cccc(C2C(C#N)=C(N)N(N(C)C)C3=C2C(=O)CC(C)(C)C3)c1 (stereo not drawn)	0	0	-12	0	0	-5	-4	1.8	0	12
41	CS(=O)(=O)c1ccc2nc(NC(=O)c3ccccc3Br)sc2c1	26	-26	18	6	4	-2	3	0.2	1	.
42	O=C1Cc2cc(S(=O)(=O)Nc3cccc(F)c3)ccc2N1	-15	15	-8	11	-4	1	2	1.3	2	3
43	O=C(O/N=C(/c1ccccc1)c1ccncc1)c1cccc(F)c1	-15	15	-5	4	0	0	-10	1.7	-5	5
44	Cc1c(NC(=O)/C=C/c2ccc(S(=O)(=O)N3CCOCC3)cc2)c(=O)n(-c2ccccc2)n1C	7	-7	8	-5	-1	5	-5	0.2	4	-1
45	Cc1c(C(c2ccc(Br)cc2)c2c(C)n(C)n(-c3ccccc3)c2=O)c(=O)n(-c2ccccc2)n1C	-15	15	-18	-5	-1	5	-10	0.7	1	.
46	COC1CCCCC1Nc1cccc(SC)c1 (stereo not drawn)	-13	13	-6	-6	.	-5	-1	1.6	13	9
47	Nc1c(N(Cc2ccccc2)C(=O)COc2ccc(F)cc2Cl)c(=O)[nH]c(=O)n1Cc1ccccc1	-5	5	-13	-4	-3	0	12	-1.1	0	-23
48	COc1ccc(C(=O)NCc2nc3ccccc3[nH]2)cc1OC	19	-19	7	2	0	-8	-4	1.6	-7	.
49	CC(SCC(=O)NC12CC3CC(CC(C3)C1)C2)C(=O)O (stereo not drawn)	13	-13	1	3	.	-1	-3	-0.1	16	-12
50	N#Cc1ccc(OCC(=O)NC2CCCCCC2)cc1	-13	13	4	8	2	-2	0	0.9	0	8
51	CCn1c(SCc2ccc(F)cc2)nc2ccccc2c1=O	16	-16	17	1	7	-1	-10	0.3	0	17
52	CC1CCCC(C)N1C(=O)COC(=O)c1cc([N+](=O)[O-])ccc1N1CCOCC1 (stereo not drawn)	2	-2	-5	-1	-3	6	-7	-1.7	-1	-2
53	COc1ccc(-c2c(-c3ccccc3OC)oc3ccccc23)cn1	47	-47	-13	0	7	-1	-6	2.2	0	28
54	N#Cc1ccc(C(=O)NC(=S)N2CCN(C=O)CC2)cc1	-5	5	5	2	14	7	2	-0.2	0	-2
55	CCCCCCCCOC(=O)C1=C(C)Nc2nnnn2C1c1cccs1 (stereo not drawn)	-6	.	-2	13	.	2	10	0.5	3	11
56	CN(CC(=O)Nc1cccc(F)c1)C(=O)c1cccnc1Sc1ccc(Cl)cc1	-15	15	2	3	-3	-4	-5	0.6	-1	-1
57	O=C(O)Cn1cc2c(n1)CCCC2	.	.	-9	-7	-1	1	-12	-0.1	-5	-3
58	CN(Cc1ccccc1)C(=O)CN1C(=O)COc2ccc(S(=O)(=O)N3CCCC3)cc21	-22	22	-7	-4	-3	4	-3	2.2	6	8
59	N/C(=N\OS(=O)(=O)c1ccccc1)c1ccncc1	-1	1	-10	2	.	10	-12	-1.1	-1	-8
60	CCN(Cc1ccc2c(c1)OCCO2)S(=O)(=O)c1ccc(NC(C)=O)cc1	19	-19	9	6	1	-2	-8	-0.8	10	-9
61	CCC(CC)C(=O)Nc1cc(C(=O)NCCc2ccccc2)ccc1Cl	-3	3	6	.	-27	-3	-9	-0.7	6	9
